# Bioassay records from PubChem BioAssay.
# proCasp3 act: activates human procaspase-3; activation, % at 8.5 µM; P42574; recombinant procaspase-3 D3A, Ac-DEVD-pNA absorbance 405 nm; 330,000 compounds, 0.11% hits;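 active = activation above the mean of all tested compounds plus 3 SD, cut at about 21% in these data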;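 note: 0% = DMSO alone and 100% = DMSO wells spiked with extra 5 µM PC-3 D3A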
#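 Test system: Procaspase-3 D3A mutant, all three cleavage aspartates alanine | Dosing: Single dose, 8.5 µM nominal compound, 0.8% DMSO | Schedule: 1 h preincubation, 2 h reaction | Technique: 405 nm absorbance of p-nitroaniline, reads at 0 and 120 min | Repeats: One well per compound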
# PP5 inh: blocks human protein phosphatase 5 activity | inhibition, % at 6.7 µM | P53041 | AID 1987 | 320,000 compounds, 0.18% hits | purified PP5c, OMFP substrate fluorescence;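 active = inhibition above the campaign's mean inhibition across all tested compounds plus 3 SD, cut at about 9.5% in these data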;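 note: 0% = DMSO only and 100% = 100 µM cantharidin control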
# GRK2 aptamer HTS: inhibitors of human GRK2 displacing RNA aptamer; P25098; inhibition of aptamer binding, % at 10 µM; 330,000 compounds, 0.59% hits; bead flow cytometry, FAM-aptamer displacement from GRK2; AID 488847;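 active = inhibition of aptamer binding above 40%, roughly 3 SD of noise, on plates passing a quality check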;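 note: median bead fluorescence of bound FAM aptamer so fluorescent compounds give negative values; no value below 0 was filed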
# Target sequence (P25098 whole entry, looked up): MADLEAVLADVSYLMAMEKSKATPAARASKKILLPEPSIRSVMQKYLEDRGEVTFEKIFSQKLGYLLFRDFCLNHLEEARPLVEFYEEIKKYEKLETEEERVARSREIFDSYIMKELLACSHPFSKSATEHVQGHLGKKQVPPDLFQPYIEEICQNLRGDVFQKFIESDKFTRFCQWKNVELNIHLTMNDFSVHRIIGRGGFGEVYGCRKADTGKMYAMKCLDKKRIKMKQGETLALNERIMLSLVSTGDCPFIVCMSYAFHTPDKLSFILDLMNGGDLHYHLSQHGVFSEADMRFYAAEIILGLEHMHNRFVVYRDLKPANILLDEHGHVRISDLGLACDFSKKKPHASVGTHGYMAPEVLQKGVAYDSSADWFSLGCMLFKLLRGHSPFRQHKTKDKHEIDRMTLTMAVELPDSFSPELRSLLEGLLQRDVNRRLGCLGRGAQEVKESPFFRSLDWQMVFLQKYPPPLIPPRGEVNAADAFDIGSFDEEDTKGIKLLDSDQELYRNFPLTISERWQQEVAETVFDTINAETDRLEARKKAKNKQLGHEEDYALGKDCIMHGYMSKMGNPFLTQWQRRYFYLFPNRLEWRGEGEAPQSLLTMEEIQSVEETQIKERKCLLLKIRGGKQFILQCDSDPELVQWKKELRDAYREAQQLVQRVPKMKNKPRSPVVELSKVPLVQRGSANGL
# GASC-1 inh: human JMJD2C demethylase inhibition | GST-JMJD2C(1-420) H3K9me3 demethylation, DELFIA europium | 330,000 compounds, 0.069% hits | inhibition, % at 2.35 µM | Q9H3R0;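 active = more than half of a compound's replicate wells show inhibition beyond 50%, single wells judged on their own value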;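 note: signal counts dimethyl H3K9 product captured on neutravidin plate; 0% = median of DMSO wells and 100% = 0.3 times that DMSO median; strong numbers were not always called active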
# Target sequence (Q9H3R0 1-420 limits assumed): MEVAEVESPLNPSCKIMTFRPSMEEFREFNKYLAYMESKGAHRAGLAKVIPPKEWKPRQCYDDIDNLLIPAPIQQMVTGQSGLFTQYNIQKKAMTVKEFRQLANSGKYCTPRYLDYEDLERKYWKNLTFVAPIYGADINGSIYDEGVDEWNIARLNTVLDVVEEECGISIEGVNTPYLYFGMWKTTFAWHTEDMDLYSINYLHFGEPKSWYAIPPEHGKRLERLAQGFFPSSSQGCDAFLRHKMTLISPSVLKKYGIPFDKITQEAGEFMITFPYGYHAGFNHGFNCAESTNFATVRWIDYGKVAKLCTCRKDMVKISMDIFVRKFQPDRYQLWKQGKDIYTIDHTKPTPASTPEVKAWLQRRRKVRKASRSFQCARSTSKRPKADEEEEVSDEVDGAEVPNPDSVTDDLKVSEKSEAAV
# VLA-4 inh: inhibition in a human VLA-4 binding assay. P13612. VLA-4 expressing cells, ligand binding flow cytometry. inhibition, % (about 7 µM as worked out from the volumes in the protocol). 330,000 compounds, 0.2% hits. AID 2557; in the data active = inhibition above about 50%
# PP1 inh: blocks human PP1-alpha phosphatase, a PP5 counter-screen; P62136; inhibition, % at 6.7 µM; AID 2235; 320,000 compounds, 0.9% hits; purified PP1alpha, OMFP fluorescence;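 active = inhibition above the mean inhibition of all tested compounds plus 3 SD, computed separately for each screening campaign, cut at about 15% in these data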
# CTSL1 counter: cathepsin L1 inhibition, PFM18AAP counter-screen. 300,000 compounds, 0.49% hits. inhibition, % at 5.96 µM. recombinant F. hepatica cathepsin L1, Z-Leu-Arg-MCA fluorescence;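 active = inhibition above the mean of all tested compounds plus 3 SD, set per screening campaign, cut at about 17% in these data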;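 note: 0% = plate median of test compound wells and 100% = 1 µM Z-Phe-Ala-diazomethylketone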
# procasp7 counter: counter-screen: procaspase-7 (human) activation; P55210; recombinant procaspase-7, Ac-DEVD-pNA absorbance 405 nm; D23A/D198A/D206A triple mutant, cannot self-cleave; scale: DMSO 0, 5 µM enzyme 100; activation, % at 8.5 µM; 330,000 compounds, 0.093% hits;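 active = percent activation above the screen-wide mean plus 3 SD, cut at about 25% in these data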
#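 Assay system: Uncleavable procaspase-7 mutant enzyme / Input: 2 µM procaspase-7 mutant as dispensed / Dosing: single nominal 8.5 µM compound dose, 0.8% DMSO final / Timing: 1 h enzyme–compound preincubation and 2 h substrate reaction, both 25 °C / Detection: p-Nitroaniline absorbance at 405 nm, read at 0 and 120 min / Replication: singlicate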
# core dimer inh: blocks dimerization of HCV core protein. TR-FRET GST/Flag-core106 dimerization, 1536-well. inhibition, % at 5 µM. 300,000 compounds, 0.33% hits;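 active = inhibition above the mean of all tested compounds plus 3 SD, set per screening campaign, cut at about 45% in these data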
#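 assay system = GST-tagged and Flag-tagged HCV core protein residues 1-106 | controls = unlabelled core106 and no-GST-core106 wells | incubation = compound-protein-antibody incubation 4 h at 22.5 °C | probe or stimulus = Eu donor and XL665 acceptor anti-tag antibodies | read-out = % inhibition based on acceptor/donor emission ratio | signal = TR-FRET 671 and 617 nm emission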
# Numbers without * were called inactive; nt = not tested or not shown.
SMILES,proCasp3 act,PP5 inh,GRK2 aptamer HTS,GASC-1 inh,VLA-4 inh,PP1 inh,CTSL1 counter,procasp7 counter,core dimer inh
Cc1cc(=O)[nH]c(SCc2nnc(-c3ccccc3)o2)n1,5,2.6,0,13,-2,0,-6,7,-6
COc1cc(-c2nc3ccccn3c2/N=C/c2ccccc2)ccc1O,-4,-1.3,3,-5,1,-4,4,10,-34
O=C(Cn1nnc2ccccc21)NNC(=S)NC1CCCCC1,4,-0.4,0,-2,-134,-1,-5,-4,-3
CCCC1CCC(c2ccc(C(=O)NN)cc2)CC1 (centres undefined),5,0.9,1,2,11,3,2,8,-1
CC(C)N1C(=O)S/C(=C/c2ccc3c(c2)n(C)c(=O)n3C)C1=O,-6,0.0,0,-5,-3,2,4,-7,-6
COc1ccc(C(C#N)c2cnccn2)cc1OC (centres undefined),1,-4.9,0,10,-15,-2,1,7,-16
O=C(O)CSc1cnc2ccccc2n1,-1,1.7,0,12,-6,-2,-4,5,0
Cc1nc(NC(=O)c2ccccc2)nc2cc3c(cc12)OCO3,-5,3.0,13,1,8,1,0,-2,0
CC1(C(=O)NC2CCCCCCC2)CCC(=O)N1Cc1cccs1 (centres undefined),2,1.3,1,21,-1,4,6,-7,-2
Clc1ccc(-c2n[nH]c3c2Cc2ccccc2-3)cc1Cl,8,1.9,0,-16,-7,-3,-8,14,-3
CCOc1ccc(NC(=O)Cn2nnc(C(=O)NCc3ccccc3OC)c2N)cc1,3,1.0,0,2,4,1,-1,6,2
CC(=O)Nc1ccc(N2CCCC(C)C2)c([N+](=O)[O-])c1 (centres undefined),9,2.1,0,-15,9,0,4,-1,-8
Cc1ccc(-c2nnc(SCC(=O)N(CC(C)C)c3c(N)n(Cc4ccccc4)c(=O)[nH]c3=O)n2N)cc1,2,3.2,1,1,13,1,2,5,-3
COC(=O)N/N=C/c1cn(Cc2ccc(Cl)cc2Cl)c2ccccc12,-2,4.5,0,-4,10,-2,3,1,-3
Cc1cccc(OCC(=O)NCc2nc(-c3ccccc3)no2)c1,0,-0.6,3,-13,4,-2,-1,-3,-6

# Record cards, as listed above. Screens in order: proCasp3 act, PP5 inh, GRK2 aptamer HTS, GASC-1 inh, VLA-4 inh, PP1 inh, CTSL1 counter, procasp7 counter, core dimer inh
# Listed for COc1cc(-c2nc3ccccn3c2/N=C/c2ccccc2)ccc1O → -4, -1.3, 3, -5, 1, -4, 4, 10, -34
# Listed for CCOc1ccc(NC(=O)Cn2nnc(C(=O)NCc3ccccc3OC)c2N)cc1 → 3, 1.0, 0, 2, 4, 1, -1, 6, 2
# Listed for CC(=O)Nc1ccc(N2CCCC(C)C2)c([N+](=O)[O-])c1 (centres undefined) → 9, 2.1, 0, -15, 9, 0, 4, -1, -8

# Next part:
SMILES,proCasp3 act,PP5 inh,GRK2 aptamer HTS,GASC-1 inh,VLA-4 inh,PP1 inh,CTSL1 counter,procasp7 counter,core dimer inh
NS(=O)(=O)c1ccc(NC(=S)NC(=O)c2cccs2)cc1,-6,1.7,0,-9,2,-2,0,-3,-1
COc1ccccc1-c1nc2ccccc2c(=O)n1O,-3,0.7,1,-4,1,2,-3,-8,3
Cn1c(=O)c2c(nc(CN3CCN(c4cccc(Cl)c4)CC3)n2CCc2ccccc2)n(C)c1=O,5,2.3,0,-20,-1,1,-1,0,20
CCOC(=O)c1nnn(-c2nonc2N)c1COc1c(C=O)cccc1OC,-1,0.1,1,-1,4,-2,1,6,13
COc1ccc(CNC(=O)/C=C/c2ccc(S(=O)(=O)N3CCOCC3)cc2)cc1,4,-3.4,0,-9,-15,-5,-2,0,0
CCOC(=O)C1CCN(c2c([N+](=O)[O-])c(C(Cl)Cl)nn2-c2ccccc2)CC1,8,3.7,1,-6,-32,-2,1,-7,-3
COc1cccc(NC(=S)NC2CC3CCCC(C2)N3CC(C)C)c1 (centres undefined),-3,0.1,0,-6,19,-5,1,-2,3
COC(=O)C1=C(C)N=c2s/c(=C/c3ccoc3)c(=O)n2C1c1ccccc1 (centres undefined),-8,3.2,2,-14,-427,4,-1,5,1
CCN(CC(=O)NC(C)(C)C)C(=O)c1ccc2c(c1)S(=O)(=O)c1ccccc1C2=O,11,1.2,0,nt,6,-5,1,6,-2
CC(C)c1ccccc1NC(=S)N(C)C,-1,2.0,0,-6,8,-6,-5,2,0
CCCCCCC/C=N/Nc1nnc(Cc2ccccc2)c(=O)[nH]1,5,0.9,6,-6,2,3,6,-2,-18
Cc1ccc(N(CCC(=O)O)S(=O)(=O)c2ccccc2)cc1,0,5.3,6,-7,4,1,-3,5,-7
Cc1cc(C(=O)NCCC2=CCCCC2)no1,6,4.1,2,1,12,-5,14,0,-5
COC(=O)c1[nH]c2ccc(C)cc2c1NC(=O)CN1CCCC(C)(C)C1,3,6.8,3,-5,21,4,4,0,6
Cc1[nH]c2ccc(F)cc2c(=O)c1SC(F)(F)C(F)C(F)(F)F (centres undefined),6,0.7,0,1,-12,0,3,-8,2
COC(=O)CSc1nnc2n(-c3ccc(OC)cc3)c(=O)c3c4c(sc3n12)CCCCC4,6,-1.0,0,6,16,5,3,-2,5
Cc1cc(-c2cc(C(=O)O)c3ccccc3n2)c(C)s1,11,0.4,1,-6,6,3,-2,0,6
Cc1ccc(C(=O)OCCc2c(C)[nH]n(-c3ccccc3)c2=O)cc1,6,-0.5,3,3,-1,2,3,0,-11
COc1ccccc1NC(=O)CNC(=O)c1ccccc1C,-3,3.3,1,-9,-5,0,0,-4,0
CS(=O)(=O)N1CCN(c2ccccc2NC(=O)c2ccc(Br)o2)CC1,-2,0.8,0,-11,6,-2,0,6,4
COc1ccc(S(=O)(=O)N2CCOCC2)cc1NC(=O)c1ccccc1C,5,1.8,0,-46,11,-1,3,-5,0
CCSc1ncc(Cl)c(C(=O)Nc2ccc(S(=O)(=O)Nc3ncccn3)cc2)n1,2,-2.2,1,-2,16,4,-2,5,2
CC[C@H](C)[C@H](NC(=O)OCc1ccccc1)C(=O)OCC(=O)Nc1ccc(N2CCOCC2)cc1,4,1.0,0,6,-17,3,-10,-4,-3
COC(=O)c1ccccc1Sc1snnc1C,1,-0.9,0,-3,-3,-3,-2,-5,1
CCN(CC)c1ccc(/C=N/n2c(-c3ccccc3Br)n[nH]c2=S)cc1,-24,5.0,3,-23,8,3,2,-57,16
Cc1cc(S(=O)(=O)N2CCOCC2)ccc1OCC(=O)Nc1ccccc1C(F)(F)F,-6,-1.4,0,0,0,-2,3,18,13
C[C@H](CO)N1C[C@H](C)[C@@H](CN(C)S(=O)(=O)c2ccc(F)cc2)Oc2ccc(NC(=O)C3CCCCC3)cc2C1=O,5,nt,0,nt,-11,nt,nt,-1,nt
COc1ccc(Cn2c(CCC(=O)Nc3ccc(C)c(C)c3)nc3cccnc32)cc1,4,4.6,0,-3,14,4,-1,-6,2
CCCCn1c(N)c(N(CC(C)C)C(=O)CCNC(=O)c2ccc(Br)cc2)c(=O)[nH]c1=O,8,-1.8,2,1,21,-7,-1,0,-1
CCOC(=O)c1c(NC(=O)Cn2cnc([N+](=O)[O-])n2)sc2c1CCCC2,3,3.1,2,-2,4,6,3,-4,5

# A draw from above in order of heavy-atom count, low to high.
SMILES,proCasp3 act,PP5 inh,GRK2 aptamer HTS,GASC-1 inh,VLA-4 inh,PP1 inh,CTSL1 counter,procasp7 counter,core dimer inh
CCSc1ncc(Cl)c(C(=O)Nc2ccc(S(=O)(=O)Nc3ncccn3)cc2)n1,2,-2.2,1,-2,16,4,-2,5,2
COc1ccc(Cn2c(CCC(=O)Nc3ccc(C)c(C)c3)nc3cccnc32)cc1,4,4.6,0,-3,14,4,-1,-6,2
C[C@H](CO)N1C[C@H](C)[C@@H](CN(C)S(=O)(=O)c2ccc(F)cc2)Oc2ccc(NC(=O)C3CCCCC3)cc2C1=O,5,nt,0,nt,-11,nt,nt,-1,nt

# Next section
SMILES,proCasp3 act,PP5 inh,GRK2 aptamer HTS,GASC-1 inh,VLA-4 inh,PP1 inh,CTSL1 counter,procasp7 counter,core dimer inh
O=C(NCc1ccccn1)C1CCN(S(=O)(=O)N2CCCC2)CC1,-4,2.7,2,-4,1,-4,-2,7,1
COc1ccc(N(CC(=O)Nc2ccc(S(=O)(=O)N3CCOCC3)cc2)S(=O)(=O)c2ccc(F)cc2)cc1,-1,3.4,0,42,-4,2,0,-7,21
Cc1cccc(C(=O)NNC(=O)c2ccc(Br)cc2)c1,3,-1.4,0,-4,3,-3,4,4,1
O=C(COc1ccc(F)cc1)N(Cc1cccs1)C1CCS(=O)(=O)C1 (centres undefined),-7,0.2,0,-4,-1,-3,-1,-13,10
CCCN(CC#CC(O)(c1ccccc1)c1cccnc1)CCC (centres undefined),0,-0.9,0,-10,-12,2,0,-3,-3
CCOc1cccc2cc(C(=O)Nc3nccs3)c(=O)oc12,0,0.8,2,0,-8,-1,-1,-4,-5
O=S(=O)(Nc1ncccn1)c1ccc(NC(=S)Nc2ccc(Cl)cc2)cc1,4,0.2,0,13,2,-1,-1,-5,-1
CC1CCC(NC(=O)COC(=O)C2CC3CCCC(C2)C3=O)CC1 (centres undefined),7,1.0,0,-9,2,2,-9,-1,-2
O=[N+]([O-])c1ccc(S(=O)(=O)N2CCN(Cc3c[nH]c4ccccc34)CC2)cc1,9,9.1,0,-5,1,3,-3,2,-3
COc1cccc(C(C(=O)NC2CCCC2)N(C(=O)c2ccco2)c2ccc(-n3cnnn3)c(C)c2)c1OC (centres undefined),-3,2.7,1,6,-2,-1,2,-3,-1
C=C(C)Cn1c(=O)c(NC(=O)c2ccccc2)c2n(c1=S)CCC2,4,2.6,3,nt,-18,0,-4,5,3
COC(=O)C1(C)Cc2cc(OC(C)=O)c(OC(C)=O)cc2N1 (centres undefined),2,0.0,6,-22,-8,3,-4,-2,-10
O=C(NCCCn1ncc2ccccc21)c1cc(COc2c(F)cccc2F)on1,1,1.0,0,-27,-3,2,1,-1,2
O=C(NC1CCCC1)C1CCN(S(=O)(=O)N2CCCCC2)CC1,4,-0.5,2,4,-2,-2,-3,-4,3
O=C1CCC(C(=O)N2CCCCO2)CN1CCc1ccc(Cl)cc1 (centres undefined),9,1.1,3,-1,6,2,-1,7,-12
Cc1ccc2nsnc2c1S(=O)(=O)N1CCCC1C(=O)O (centres undefined),-4,3.4,0,6,15,2,-2,8,0
COc1cc(/C=N/Nc2ccc(S(N)(=O)=O)cc2[N+](=O)[O-])cc(OC)c1O,-3,2.1,2,-9,-3,2,3,5,-25
COc1ccc(Cl)cc1NC(=O)CSc1nc2ccsc2c(=O)n1CC1CCC(C(=O)O)CC1 (centres undefined),-3,-0.7,0,-7,1,-6,1,0,16
CC1S/C(=C(\C#N)C(=O)NCc2ccco2)N(c2ccc(F)cc2)C1=O (centres undefined),0,1.3,0,5,19,11,-1,-4,3
N#Cc1c(C(F)(F)F)cc(-c2ccccc2)n(N)c1=O,0,0.3,0,17,0,-3,3,0,2
CCN(CC(=O)Nc1c(F)cccc1F)C(=O)CSCC(=O)Nc1ccc(OC)cc1,14,-2.1,1,1,-1,-4,4,-3,-1
CCOc1ncccc1C(=O)N=C1SCCN1C(=O)c1cccnc1OCC,4,0.7,0,18,33,-3,0,-11,-1
